CHT allo act = allosteric activators of human choline transporter CHT; CHT-expressing cells, membrane potential dye, choline EC20; active compounds read high; LV-AA mutant CHT in HEK293 cells; B-score at 10 µM; 310,000 tested, 0.49% active; Q9GZV3;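 active = initial fluorescence not abnormally high and integrated response B-score, plate-corrected, over 3 SD above library mean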
Target sequence (Q9GZV3 whole entry, looked up): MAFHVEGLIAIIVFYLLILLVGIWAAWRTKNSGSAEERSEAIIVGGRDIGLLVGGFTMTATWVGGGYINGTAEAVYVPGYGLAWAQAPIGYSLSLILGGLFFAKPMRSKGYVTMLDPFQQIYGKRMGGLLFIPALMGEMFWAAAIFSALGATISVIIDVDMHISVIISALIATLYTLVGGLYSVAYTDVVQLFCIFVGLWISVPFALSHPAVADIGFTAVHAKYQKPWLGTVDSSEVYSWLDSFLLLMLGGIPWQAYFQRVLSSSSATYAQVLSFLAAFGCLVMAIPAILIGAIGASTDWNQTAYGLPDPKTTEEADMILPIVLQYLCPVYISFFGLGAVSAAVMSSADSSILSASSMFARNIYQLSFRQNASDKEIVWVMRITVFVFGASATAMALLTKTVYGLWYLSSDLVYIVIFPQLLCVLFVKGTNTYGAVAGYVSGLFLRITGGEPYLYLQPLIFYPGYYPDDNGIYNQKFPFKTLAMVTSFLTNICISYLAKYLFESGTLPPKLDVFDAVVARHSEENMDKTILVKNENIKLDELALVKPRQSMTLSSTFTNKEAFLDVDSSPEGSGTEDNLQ
OX1R antagonist = human HCRTR1 antagonism. O43613. CHO/OX1R cells, Fluo-8 calcium fluorescence, orexin A. inhibition, % at 5 µM. 330,000 tested, 0.43% active;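 active = inhibition above its plate's threshold, mean inhibition of all tested compounds on the plate plus 3 SD, cut at about 37% in these data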;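 also: 0% = orexin A challenge wells and 100% = SB-334867-A antagonist wells; not every result past the cut was called active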
Target sequence (O43613 whole entry, looked up): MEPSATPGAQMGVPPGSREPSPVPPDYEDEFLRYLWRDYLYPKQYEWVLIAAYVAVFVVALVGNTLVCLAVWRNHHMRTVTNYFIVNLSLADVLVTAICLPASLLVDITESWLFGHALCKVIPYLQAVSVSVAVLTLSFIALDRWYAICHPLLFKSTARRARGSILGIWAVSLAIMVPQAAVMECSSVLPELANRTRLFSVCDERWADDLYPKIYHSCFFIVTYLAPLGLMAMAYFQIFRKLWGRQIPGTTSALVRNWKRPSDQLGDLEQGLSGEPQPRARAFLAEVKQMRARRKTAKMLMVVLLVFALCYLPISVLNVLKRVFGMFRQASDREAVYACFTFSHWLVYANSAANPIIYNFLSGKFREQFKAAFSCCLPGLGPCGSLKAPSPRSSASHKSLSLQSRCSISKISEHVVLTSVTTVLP
The depositor's hits bear a star; i = inactive; / = not tested or not shown.

SMILES | CHT allo act | OX1R antagonist
O=C(NC1CCCCC1)C(c1ccc(F)cc1)N(C(=O)c1csnn1)C1CC1 (centres undefined) | i | -11.2
Cc1ccc(C)c(-c2nnc(OCC(=O)Nc3cc(C)on3)c3ccccc23)c1 | i | -24.1
CN(C)S(=O)(=O)c1ccc(NC(=O)c2cc(F)c(F)cc2Cl)cc1 | i | -25.3
CCO[C@@H]1OC(C(=O)NC2CC2)=C[C@H](C2CCCCC2)[C@H]1CCCO | i | -17.9
Oc1c(N=Nc2ccc(F)cc2)ccc2ccccc12 | i | -11.6
CCOC(=O)N1CCC(=NNc2nc3ccccc3s2)CC1 | i | -2.4
Cc1sc(NC(=O)CN2CCCC2)nc1-c1ccc2c(c1)CCN2C(=O)c1cccc(F)c1 | i | -24.3
COc1ccc(NC(=O)N2CCCc3ccccc32)cc1OC | i | -18.0
Cc1c(Cl)c([N+](=O)[O-])nn1CC(=O)N1CCc2ccccc2C1 | i | -21.6
CC1=C(C(=O)OCc2ccccc2)C(c2cccc([N+](=O)[O-])c2)NC(=O)N1 (centres undefined) | i | -35.7
COc1ccc(C2C(C#N)=C(N)Oc3n[nH]c(-c4ccccn4)c32)c(OC)c1OC (centres undefined) | i | -24.2
NS(=O)(=O)c1ccc(NC(=S)NCc2ccco2)cc1 | i | -7.8
Nn1c(SCc2ccccc2)nnc1-c1ccco1 | i | -3.7
COc1cccc(NC(=S)N(CCCN2CCC(C)CC2)Cc2cccs2)c1 | i | -31.5
CCCn1cc(S(=O)(=O)CC(=O)Nc2ccc(OC)cc2OC)c2ccccc21 | i | 3.7
COC(=O)C1C(=O)/C(=C(/C)N2CCCC2)C(=O)CC1(C)C (centres undefined) | i | 9.9
Cc1cc(O)c2c(-c3ccccc3)cc(=O)oc2c1 | i | 2.8
CCN(CC)S(=O)(=O)c1ccc(/C=C/C(=O)Nc2cccc(F)c2)cc1 | i | -14.4
O=C(CN1CCN(C(=O)c2ccco2)CC1)Nc1ccccc1 | i | 3.5
COc1nc(NCc2cccnc2)nc(NC2CCCCC2)n1 | i | -25.9
CN(CCc1cn[nH]c1)C(=O)CC1C(=O)NCCN1Cc1ccccc1C(F)(F)F (centres undefined) | i | 0.5
COc1cccc(CN(C(=O)c2ccccc2Br)C2CCS(=O)(=O)C2)c1 (centres undefined) | i | -13.9
CC(=O)N1CN(Cc2ccccn2)Cc2c1sc1c2CCCC1 | i | -31.2
O=C(Nc1ccccc1)C1=C(N2CCOCC2)/C(=C/c2cccnc2)CC1 | i | -17.9
C=CCn1c2ccccc2c2nnc(SCC(=O)O)nc21 | i | -11.9
COc1ccc(N2CCN(C(=O)C3CC(=O)N(c4ccc(C)cc4)C3)CC2)cc1 (centres undefined) | i | -24.0
NC(=O)NC(=O)C[n+]1cccc(/C=N/O)c1 | i | -3.7
COc1ccc(CN(CC(=O)NC2CCCC2)C(=O)c2csnn2)cc1 | i | -24.9
CCOC(=O)/C(=C/c1c[nH]c2ccccc12)NC(C)=O | i | 2.8
Cc1c(C(=O)NCc2ccc3c(c2)OCO3)cccc1[N+](=O)[O-] | i | -21.5
CN(C)S(=O)(=O)Oc1cccc(C(=O)Nc2ccc(Cl)cc2)c1 | i | 5.0
COc1cc(C=C2C(=O)OC(C)(C)OC2=O)ccc1OCC(=O)Nc1ccccc1 | i | -13.4
C/C(CC(=O)Nc1cccc(Cl)c1Cl)=N\NC(=O)C(=O)NC1CCCCC1 | i | -28.9
Cc1ccc(Sc2cnc(N)nc2C)cc1 | i | -8.5
COc1ccccc1N1CCN(S(=O)(=O)c2c(C)ccc3nsnc23)CC1 | i | -15.3
CCN(C[C@H]1N[C@@](C)(C(=O)OC)[C@H]2C(=O)N(C)C(=O)[C@@H]12)S(=O)(=O)c1ccc(-c2ccccc2)cc1 | / | -24.5
CCOC(=O)NC(=O)COC(=O)c1ccc(Sc2ncn[nH]2)c([N+](=O)[O-])c1 | i | -21.5
O=C(COc1ccc(C(=O)NCc2cccnc2)cc1)Nc1cccc(C(F)(F)F)c1 | i | 28.0
Cc1ccc(N=Nc2c(O)n(CN3CCOCC3)c3ccccc23)cc1 | i | -3.5
Cc1noc2ncnc(Oc3ccc(F)cc3)c12 | i | -4.9
Cc1ccc(Cl)cc1NC(=O)C1C2CCC(O2)C1C(=O)O (centres undefined) | i | -4.6
Cc1noc(C)c1NC(=O)Nc1cccc2c1O[C@H](CN(C)C(=O)NC1CCCCC1)[C@@H](C)CN([C@H](C)CO)C2=O | / | -13.1
Cc1ccccc1NC(=O)c1sc2nc3c(c(-c4ccco4)c2c1N)CCCC3 | i | -38.3
CC(CN1CCCCC1)c1ccccc1 (centres undefined) | i | -12.5
CC(c1nccs1)N(C)c1nc2nonc2nc1NC1CC1 (centres undefined) | i | -9.9
c1ccc(-n2c(-c3ccncc3)nnc2-c2ccco2)cc1 | i | -7.3
Cn1c2ccccc2c2cc(C(=O)N3CCOCC3)sc21 | i | -24.4
CCCc1nnc(NC(=O)C23CC4CC(CC(C4)C2)C3)s1 | i | /
COc1cc(/C=N/NC(=O)CCc2n[nH]c(=O)[nH]c2=O)cc(OC)c1OC | i | -10.2
CCOc1cccc(NC(=O)C2CC(=O)N(C)C(=Nc3cccc(F)c3)S2)c1 (centres undefined) | i | -6.8
CN(C)S(=O)(=O)c1ccc(N2CCCC2)c(C(=O)Nc2ccc(C(N)=O)cc2)c1 | i | -18.7
Cc1ccc(OCCCc2c(C)n[nH]c2C)cc1 | i | -17.5
COc1ccc(N2CCN(C(=O)c3nn(C)c4c3CS(=O)(=O)c3ccccc3-4)CC2)cc1 | i | -11.1
O=C(CN(C(=O)c1ccccc1Cl)N1C(=O)C2C3C=CC(C3)C2C1=O)c1cccs1 (centres undefined) | i | -15.1
C[C@H]1NC(=O)[C@@]2(C)[C@@H](c3ccccc3)[C@H]3COc4ccccc4[C@H]3N2C1=O | / | -31.5
COc1ccc2nc3ccccc3nc2c1 | i | -5.8
Cc1ccc(C)c(N2CCN(C(=O)CNS(=O)(=O)c3cccs3)CC2)c1 | i | 4.7
O=C(O)Cn1cc(C(=O)c2cccs2)c2ccccc21 | i | -26.1
O=C1NC(c2ccccc2)C(C(=O)c2cccs2)C(O)(C(F)(F)F)N1 (centres undefined) | i | -2.0
C=CCN1C(=O)c2oc3ccccc3c(=O)c2C1c1ccc(O)c(OC)c1 (centres undefined) | i | -30.1
The list goes on:
SMILES | CHT allo act | OX1R antagonist
O=C(NCC1CCCO1)c1ccccc1NS(=O)(=O)c1cc([N+](=O)[O-])ccc1Cl (centres undefined) | / | -11.1
CC(=O)NC1=NC(=O)/C(=C/c2cn(C(C)=O)nc2-c2ccccc2)S1 | i | -6.1
COc1ccc(/C(N)=N/OC(=O)CCc2ccccc2)cc1OC | i | -8.1
CCC/C(O)=C1\C(=O)CC(C)(C)CC1=Nc1ccccc1OC | i | -14.2
O=C(COc1ccc(/C=C\[N+](=O)[O-])cc1)N1CCOCC1 | i | -2.2
CCc1nc(N[C@@H](CC(C)C)C(=O)O)c2oc3ccccc3c2n1 | i | -10.8
Cc1cc(NC(=O)CSCC(=O)N(C)Cc2cccc(Cl)c2)no1 | i | -29.2
Cc1ccccc1-c1nc2ccccc2c(=O)n1/N=C/c1ccc([N+](=O)[O-])cc1 | i | -4.8
Cc1ccc(S(=O)(=O)CCC(=O)Nc2nc(-c3ccccn3)cs2)cc1 | / | 7.7
Cc1ccccc1S(=O)(=O)Cc1ccc(C(=O)NC(C)c2ccc3c(c2)OCCO3)o1 (centres undefined) | i | -6.0
CCN(CC(=O)Nc1ccc(NC(C)=O)cc1)C(=O)C1CCCN(C(=O)c2ccc(Cl)cc2)C1 (centres undefined) | / | -0.9
COc1cc(OC)c(NC(=O)C2CCCO2)cc1Cl (centres undefined) | i | 5.5
Fc1ccc(N/N=C/C=C/c2ccccc2)c(F)c1 | i | -19.5
CCCn1c(N)c(C(=O)CN2CCN(S(=O)(=O)c3cccs3)CC2)c(=O)[nH]c1=O | i | -24.1
CSc1nc(N)nc2c1ncn2CC(=O)N1CCN(Cc2c(C)cc(C)cc2C)CC1 | / | 39.2
CCOC(=O)c1sc(=NC(=O)/C=C/c2ccccc2)n(C)c1C | i | -23.2
CCc1ccc(NCc2nc(-c3ccccc3)no2)cc1 | i | 7.6
O=C(c1cccc(Cl)c1)N1CCC(N2CCC(C(=O)N3CCCC3)CC2)CC1 | i | -13.6
COc1ccnc(Oc2ccccc2)n1 | i | -6.7
c1ccc(-n2ncc3c(NCc4cccs4)ncnc32)cc1 | i | -12.7
Cc1ccccc1NC(=O)Cc1nc(COC(=O)c2cc([N+](=O)[O-])ccc2N)cs1 | i | -39.9
CC1(C)CC2CC(C)(CN2C(=O)COC(=O)c2ccc(NC(=O)CC#N)cc2)C1 (centres undefined) | / | -21.9
COc1cc(NC(=O)C2CCCN2S(=O)(=O)c2ccc3c(c2)CCC(=O)N3)cc(OC)c1 (centres undefined) | i | -22.2
O=C(COc1ccccc1[N+](=O)[O-])Nc1ccc(N2CCN(C(=O)c3cccs3)CC2)cc1 | i | 22.2
CN(C)S(=O)(=O)c1ccc(C(=O)Nc2ccc3ncccc3c2)cc1 | i | -12.1
Cc1ccc(S(=O)(=O)N2CCOCC2)cc1C(=O)NCCc1ccc(Cl)cc1 | / | -23.0
Cc1[nH]nc2c1C(c1ccc(OC(=O)c3ccco3)cc1)C(C#N)=C(N)O2 (centres undefined) | i | -21.5
CSC(=NS(=O)(=O)c1ccccc1)SC | i | 12.2
O=C(O)C1=C[C@@H](C2CC2)C[C@@H](OCc2ccc(CO)cc2)O1 | i | 5.2
Fc1ccc(NCc2cn3ccccc3n2)cc1 | i | 0.4
Cc1ccc(Oc2ccc(C(=O)NC3CCSC3=O)cn2)cc1 (centres undefined) | i | -14.8
CCO/N=C1\C(=O)N(c2ccccc2)c2ccccc21 | i | -29.6
Cc1cc(OC(=O)c2ccc(Cl)cc2)cc(=O)n1C | i | -6.5
CC(C)N(C(=O)COC(=O)c1ccc(Cl)c(S(N)(=O)=O)c1)C(C)C | i | 1.3
Cc1ccc(Nc2nc(C(=O)N3CCC(C(=O)N4CCN(C)CC4)CC3)cs2)cc1 | i | -15.6
O=C1NNC(c2ccccc2)=N/C1=C\c1ccccc1 | i | -11.8
Cc1nn(C)c(C(=O)Nc2ccc(S(=O)(=O)NC34CC5CC(CC(C5)C3)C4)cc2)c1Br | i | -13.8
Cc1cc(C)n2cc(CSc3ccccn3)nc2n1 | i | 3.1
Cc1sc2ncnc(SCC(=O)N3CCN(C(=O)c4ccco4)CC3)c2c1C | i | -28.8
COc1ccc(NC(=O)C2CCN(S(=O)(=O)c3ccc(Br)s3)CC2)cc1OC | i | -21.6
Cc1ccc(Nc2ccncc2S(N)(=O)=O)cc1 | i | -10.0
CSc1nc(NCCCO)c2c3c(sc2n1)CN(C)CC3 | i | -5.8
COc1ccc(N=C2SCC(=O)N2CCc2ccc(OC)c(OC)c2)cc1 | i | -16.9
COc1ccc(NC(C)=O)cc1S(=O)(=O)Nc1ccc2c(c1)OCCO2 | i | 2.2
Cc1cc(=O)[nH]c(SCC(=O)c2ccc3c(c2)NC(=O)CO3)n1 | i | 3.4
O=c1[nH]c(=O)n(CCOc2ccc(Cl)cc2)cc1Br | i | -10.8
CCCn1c(N)c(N(CCOC)C(=O)c2ccc([N+](=O)[O-])c(C)c2)c(=O)[nH]c1=O | i | -0.8
CCN(C(=O)COC(=O)c1ccccc1NCCO)C1CCS(=O)(=O)C1 (centres undefined) | i | -10.7
COc1ccc(/C(N)=N/OC(=O)CCC2CCCC2)cc1 | i | 1.9
Cc1ccc(N(C(=O)c2csnn2)C(C(=O)NC2CCCCC2)c2cccnc2)cc1C (centres undefined) | i | -24.9
CCCOc1ccc(CNC(=O)c2ccc3c(c2)N(CC)CCS3)cc1 | i | -24.3
COc1ccc(-c2cc(C(=O)Nc3c(F)cc(F)cc3Br)no2)cc1 | i | -17.2
CN(C)C(=O)c1cn(-c2ccccc2)nc1-c1cccs1 | i | -7.0
O=C(CN1CCN(c2ccccn2)CC1)Nc1ccc([N+](=O)[O-])cc1C(=O)Nc1ccccc1F | i | -56.1
NC(=O)Cn1cc(/C=N/NC(=O)c2ccc(Cn3cc(Cl)cn3)o2)c(-c2ccccc2)n1 | i | /
Cc1ccc(CNC(=O)CSCc2ccccc2)cc1 | i | -29.4
COc1cc2c(cc1OC)/C(=C/C(=O)c1cccc([N+](=O)[O-])c1)NCC2 | i | -38.6
Fc1ccccc1Cc1noc(CN2CCN(c3ccc(Cl)cn3)CC2)n1 | i | -24.9
Clc1ccc2nc(-c3ccc(Cl)nc3)[nH]c2c1 | i | -42.3
CN(C)CCCC(C)(O)C(C)(C)c1ccccc1 (centres undefined) | i | 2.7
CCN(CC)CCNC(=O)C1CCCCN1S(=O)(=O)c1cccc([N+](=O)[O-])c1 (centres undefined) | i | -22.9

Part of the list above, reformatted:
CCCc1nnc(NC(=O)C23CC4CC(CC(C4)C2)C3)s1
  CHT allo act: i	OX1R antagonist: /
COc1cc(/C=N/NC(=O)CCc2n[nH]c(=O)[nH]c2=O)cc(OC)c1OC
  CHT allo act: i	OX1R antagonist: -10.2
CCOc1cccc(NC(=O)C2CC(=O)N(C)C(=Nc3cccc(F)c3)S2)c1 (centres undefined)
  CHT allo act: i	OX1R antagonist: -6.8

Profiles from above. Screens in order: CHT allo act	OX1R antagonist
Results for CCCOc1ccc(CNC(=O)c2ccc3c(c2)N(CC)CCS3)cc1 = i	-24.3
Results for CN(C)CCCC(C)(O)C(C)(C)c1ccccc1 (centres undefined) = i	2.7
Results for Cc1ccc(N(C(=O)c2csnn2)C(C(=O)NC2CCCCC2)c2cccnc2)cc1C (centres undefined) = i	-24.9
Results for Fc1ccccc1Cc1noc(CN2CCN(c3ccc(Cl)cn3)CC2)n1 = i	-24.9
Results for O=c1[nH]c(=O)n(CCOc2ccc(Cl)cc2)cc1Br = i	-10.8
